Assay outcomes as filed in PubChem BioAssay.
TbREL1 primary: TbREL1 inhibition, primary screen | P86926 | AID 1117264 | inhibition, % at 9.66 µM | TbREL1 RNA ligation, FRET fluorescence | actives 0.49% (n = 89,000);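 active = inhibition above the mean inhibition across all screened compounds plus 3 SD, cut at about 11% in these data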;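 also: 0% = plate median of test wells and 100% = NSC42067 control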
Target sequence (P86926 whole entry, looked up): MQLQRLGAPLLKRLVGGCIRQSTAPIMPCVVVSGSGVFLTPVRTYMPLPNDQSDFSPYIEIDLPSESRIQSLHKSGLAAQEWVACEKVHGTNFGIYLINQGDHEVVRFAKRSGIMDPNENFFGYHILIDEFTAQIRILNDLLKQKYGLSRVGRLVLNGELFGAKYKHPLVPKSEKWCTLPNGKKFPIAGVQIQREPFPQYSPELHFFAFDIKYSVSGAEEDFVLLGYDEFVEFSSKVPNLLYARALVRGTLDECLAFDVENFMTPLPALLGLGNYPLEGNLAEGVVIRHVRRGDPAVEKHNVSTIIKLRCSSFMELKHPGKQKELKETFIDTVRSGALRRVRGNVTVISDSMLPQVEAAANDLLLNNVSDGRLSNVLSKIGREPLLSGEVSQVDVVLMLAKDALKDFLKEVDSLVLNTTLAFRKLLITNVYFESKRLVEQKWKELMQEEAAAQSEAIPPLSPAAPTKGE
Numbers without * were called inactive. An excerpt; count on the stated rates, not on these rows.

SMILES | TbREL1 primary
CC(=O)N(O)CCCCCNC(=O)CCC(=O)N(O)CCCCCNC(=O)CCC(=O)N(O)CCCCCNC(=O)CCC(=O)O | 7
Cc1cccc(C)c1NC(=O)C1C(c2ccc3c(c2)OCO3)=Nc2ccccc2N1C(=O)c1cccc2ccccc12 (stereo not drawn) | 6
Cc1cccc(-n2c(Cn3nc(C)c([N+](=O)[O-])c3C)n[nH]c2=S)c1 | 4
Cc1cc(Cl)ccc1OCC(=O)N/N=C/c1ccc[nH]1 | -1
CCOc1ccccc1NC(=O)N1CCCC1C(=O)Nc1ccc(-n2cnnn2)c(C)c1 (stereo not drawn) | 0
Cc1ccccc1OCC(=O)Nc1ccccc1-c1ccccc1NC(=O)COc1ccccc1C | -2
COc1cccc(Cn2ncc3c4sc(S(C)=O)cc4n(C)c3c2=O)c1 (stereo not drawn) | 4
CC1CCCN(S(=O)(=O)c2ccc3c(c2)CCN3C(=O)C2CCC2)C1 (stereo not drawn) | -1
CNC(=S)N(CCc1c(C)[nH]c2ccc(F)cc12)Cc1cccnc1 | -2
COc1cccc2sc(Nc3nc(C)c(C(C)=O)s3)nc12 | -5
Cc1nc2ccccc2c2oc(C(=O)Nc3ccc4c(c3)OCCO4)cc12 | -2
C[C@@]12C(=O)N(c3cccc(F)c3)C(=O)N1[C@H](c1ccc(Cl)cc1)[C@@H]1C(=O)N(C3CCCCC3)C(=O)[C@@H]12 | 1
Cc1ccc(S(=O)(=O)/N=c2\scc(C)n2C)cc1 | 3
N#CCCn1nc(-c2ccccc2)cc1-n1c(C(F)(F)F)nc2ccccc21 | 3
CC(Sc1n[nH]c(N)n1)C(=O)Nc1ccccc1-c1ccccc1 (stereo not drawn) | 1
FC(F)(F)c1nc2nncn2c2c1CCCCC2 | -1
CN(Cc1ccc(F)cc1)C(=O)c1cccc(S(=O)(=O)NCc2ccccc2)c1 | 3
CCOc1ccc(CN2CCNC(=O)C2CC(=O)NCCC2=CCCCC2)cc1 (stereo not drawn) | -3
CC(C)(C)OC(=O)NCCCC[C@H](NC(=O)c1[nH]cnc1C(=O)N[C@@H](Cc1ccccc1)C(=O)OCc1ccccc1)C(=O)OC(C)(C)C | 1
O=C1c2ccccc2C(=O)N1c1ccc(Cc2ccncc2)cc1 | -1
N#C[C@]1(S(=O)(=O)c2ccccc2)C[C@@H]2ON=C(c3cccc(Br)c3)[C@@H]2C1 | 1
CC(C)C[C@@H]1NC(=O)N(CCCn2ccnc2)C1=O | -2
COC(=O)C(C)Sc1nnc(Cc2cc(=O)[nH]c(=O)[nH]2)n1-c1cccc(OC)c1 (stereo not drawn) | 6
CCn1c(=O)c2c(nc3n2CCS3)n(C)c1=O | 0
CN(C)Cc1c(O)ccc2occ(C(=O)c3ccccc3)c12 | 0
CCOc1ccc(C(=O)Nc2ccc(S(=O)(=O)N3CCOCC3)cc2)cc1OCC | 1
O=C(COC(=O)c1ccccc1Cl)Nc1cccc(S(=O)(=O)N2CCCCC2)c1 | 5
FC(F)(F)c1cc(CCN2CCNC[C@@H]2c2ccccc2)cc(C(F)(F)F)c1 | 4
CCN(CC)C(=O)C(C)OC(=O)COc1ccc(Cl)cc1C (stereo not drawn) | -3
COc1cc(NC(=S)N2CCCC(CO)C2)cc(OC)c1 (stereo not drawn) | 1
Cc1[nH]n(-c2ccccc2)c(=O)c1N=Nc1c(O)cc(S(=O)(=O)N(C)C)c2ccccc12 | -2
C[C@H]1CN(S(=O)(=O)c2ccc3c(c2)OCCO3)CCN1S(=O)(=O)c1c(F)cccc1F | -1
CCOc1ccc(Br)cc1S(=O)(=O)NC1CCCC1 | 2
CCCC(=O)Nc1ccc(C(=O)Nc2nc(CC(=O)OCC)cs2)cc1 | 1
CC(C)CCNC(=O)C(NS(=O)(=O)c1ccc2c(c1)c(=O)n(C)c(=O)n2C)c1ccccc1 (stereo not drawn) | -1
NS(=O)(=O)c1ccc(-n2nncc2-c2ccco2)cc1 | -1
C/C(=N/NC(=O)Cc1cccc2ccccc12)c1cccs1 | 0
NS(=O)(=O)c1ccc(CNC(=O)c2cc(-c3cccnc3)nc3ccc(Cl)cc23)cc1 | 0
COCCN(CC(=O)Nc1cccc(C)c1C)C(=O)c1ccc(-n2cccn2)cc1 | -1
Cc1cccc(NC(=O)CNC(=O)COc2cccnc2[N+](=O)[O-])c1C | 2
CC(=O)c1cccc(N2C(=O)CC(N3CCN(S(=O)(=O)c4ccc(Cl)cc4)CC3)C2=O)c1 (stereo not drawn) | 1
Cn1cnc(S(=O)(=O)N2CCc3ccccc32)c1 | 0
COc1cc(/C=C/C(=O)N2CCCC2)cc(OC)c1OC | 1
CN(C)CCCN(C(=O)CCS(=O)(=O)c1ccccc1)c1nc2cc3c(cc2s1)OCO3 | 10
O=C1NC(Cc2ccccc2)c2nc3cc(F)c(F)cc3c(=O)n2-c2cc3ccccc3cc21 (stereo not drawn) | -6
CN(C(=O)CSc1nnc(-c2ccco2)n1N)C1CCCCC1 | -1
O=C(Nc1ccc(Cl)c(Cl)c1)C1CCN(c2nnc(-n3cccc3)s2)CC1 | 4
Cc1ccc(S(=O)(=O)Cc2ccc(C(=O)NCCCN3CCCC3=O)o2)cc1 | 3
CCCN1C2=C(C(=O)CC(C)(C)C2)C(c2ccc(F)cc2)C2=C1c1ccccc1C2=O (stereo not drawn) | 2
CC(=O)c1ccc(NC(=S)N2CCC(Cc3ccccc3)CC2)cc1 | -4
O=C(COc1ccc(Cl)cc1)Nc1cccc(-c2ccc(N3CCOCC3)nn2)c1 | -2
O=c1c2cc([N+](=O)[O-])ccc2sn1-c1ccccc1 | -3
COc1ccc(OC)c(C(=O)NC(CC(N)=O)c2ccc(NCCOc3ccccc3)c([N+](=O)[O-])c2)c1 (stereo not drawn) | 7
CC1CCCCC12NC(=O)N(CC(=O)Nc1ccc(S(=O)(=O)Nc3ncccn3)cc1)C2=O (stereo not drawn) | 2
Cc1ccc(S(=O)(=O)N2CCC(C(=O)NCC3CCCCC3)CC2)cc1 | -1
Cc1ccc(S(=O)(=O)N2CCOCC2)cc1C(=O)Nc1cc(S(=O)(=O)N2CCCCC2)ccc1O | -4
CN(C)c1cccc(-c2csc(N3CCC(C(N)=O)CC3)n2)c1 | 0
CCn1cc(C(=O)NCc2ccccn2)c(=O)c2cc(F)c(N3CCN(C)CC3)cc21 | 1
O=C1/C(=C\Nc2ccc(Cl)cc2)CCN1c1ncccn1 | -3
C[C@H]1[C@@H](N(C)C)CC[C@@]23CCCN2C(=O)CCC[C@@H]13 | 8

The results go on.
SMILES | TbREL1 primary
CC(=O)C1=NN(c2ccccc2)C2(S1)S/C(=C\c1ccccc1)C(=O)N2c1ccccc1 (stereo not drawn) | 2
Cc1ccc(NC(=O)CCn2nc(C)cc2C)cc1 | -3
CCOC(=O)CN/C=C(\C#N)c1ccc(F)cc1 | -2
Cc1ccc(SCC(=O)c2sc(-c3ccccc3)nc2C)cc1 | -1
O=C1CCC/C(=N/NC(=O)c2cc(NS(=O)(=O)c3cccs3)cc(NS(=O)(=O)c3cccs3)c2)C1 | -1
CN1CCN(C(=O)C2CC(c3ccc(F)cc3)=NO2)CC1 (stereo not drawn) | 1
Cc1cc(-c2nn3c(-c4ccccc4)nnc3s2)c2ccccc2n1 | -1
CC(C)CN(CC(C)C)S(=O)(=O)c1cc([N+](=O)[O-])ccc1N1CCCCCC1 | 1
CCOC(=O)N1CCN(C(=O)c2ccc3nc(C)sc3c2)CC1 | 5
CCN(CC)S(=O)(=O)c1cc(NC(=O)COC(=O)CCC(=O)c2ccc(F)cc2)ccc1C | -5
O=C(c1cccs1)N1CCn2c1nc1ccccc12 | 0
Cc1ccc(-n2c(C)nc3oc4ccccc4c(=O)c3c2=O)cc1 | 3
O=C(COC(=O)c1ccc(S(=O)(=O)NCc2ccco2)cc1)Nc1ncc(Cl)cc1Cl | 4
CCCC(=O)Nc1cc(=O)n(C)c(=O)n1C | 4
COc1ccc(-c2nnn(CC(=O)N3CCN(c4ccccc4OC)CC3)n2)cc1OC | -3
C=CCc1cc(/C=C2/NC(=O)N(CC)C2=O)cc(OCC)c1OCc1ccc(C(=O)O)cc1 | 0
Cc1ccc(NCN2C(=O)C(=O)c3ccccc32)nc1 | 5
COc1cc(C2CC(=O)c3cnc(NC(C)=O)nc3C2)cc(OC)c1OC (stereo not drawn) | -3
O=C(C1CCCCC1)N1CCC(c2nc3ccccc3[nH]2)CC1 | 3
CCCCSc1nnc(-c2ccc(NC(=O)CC)cc2)n1C | 0
c1ccc2[nH]c(-c3ccncc3)nc2c1 | 4
CSc1nc2ccc(Br)cc2[nH]1 | 2
O=C(CNC(=O)c1ccccc1)NCc1nc2ccccc2[nH]1 | 0
C=C(c1ccccc1)c1ccccc1N | 3
Cc1ccc(NC(NC(=O)c2cccs2)C(Cl)(Cl)Cl)cc1 (stereo not drawn) | -1
Cc1c(N2C(=O)C3C4C=CC(C4)C3C2=O)c(=O)n(-c2ccccc2)n1C (stereo not drawn) | 1
Fc1cccc(Nc2ncnc3c2cnn3-c2ccccc2)c1 | 3
O=C(NCCC(=O)N1CCC2(CC1)NCCc1[nH]cnc12)c1ccc(F)c(F)c1 | -1
CCC(=O)c1ccc(OCC(=O)OCC(=O)N2CCc3ccccc3C2)cc1 | 1
O=c1c2ccccc2nc(SCCN2CCOCC2)n1CCc1ccccc1 | 1
O=C1CNC(=O)/C(=C\c2ccccc2)N1 | 0
Cc1csc(NC(=O)c2ccc3c(c2)OCO3)n1 | -1
CCOc1ccc(C(=O)C(C)OC(=O)Cn2cnc3c2c(=O)n(C)c(=O)n3C)cc1 (stereo not drawn) | -2
Cc1ccc(C2=NN(C(=O)CNCCO)C(c3cccs3)C2)cc1 (stereo not drawn) | 4
COc1cccc(C(O)CC(N)=O)c1 (stereo not drawn) | 2
CC(C)C[C@H](NC(=O)c1[nH]cnc1C(=O)N[C@@H](Cc1ccccc1)C(=O)OC(C)(C)C)C(=O)OC(C)(C)C | 3
Cc1ccc([C@@H]2[C@@H]3C(=O)N(C)C(=O)[C@@H]3[C@]3(C)C(=O)N(CC4CC4)CC(=O)N23)o1 | 1
COc1nc(C)ccc1-c1noc(-c2cccs2)n1 | 0
COC(=O)Cn1c(=O)sc2ccccc21 | 1
COc1ccccc1OCCNC(=O)C(CCSC)NS(=O)(=O)c1ccccc1F (stereo not drawn) | -2
CC1CCCC(NC(=O)CCNC(=O)c2ccc(Cl)cc2)C1C (stereo not drawn) | -4
O=C(NC1CCCC1)c1ccc(Br)s1 | 0
CNc1ccc(/C=C2\CSc3ccccc3C2=O)cc1[N+](=O)[O-] | 2
CCCCCCCCn1ccc(=N)cc1 | 1
O=C(NCc1ccco1)C1CCCN(S(=O)(=O)c2cccc3nsnc23)C1 (stereo not drawn) | 2
O=C(CCc1c[nH]c2ccccc12)OCc1cccc([N+](=O)[O-])c1 | -5
CN(C)S(=O)(=O)c1cccc(C(=O)N/N=C\c2ccnc3ccccc23)c1 | -1
O=C(Nc1cccc(NC(=O)c2cccnc2)c1)c1ccccc1 | -1
CC(C)C(OC(=O)C1=Cc2ccccc2OC1)C(=O)NCC1CCCO1 (stereo not drawn) | 8
Cc1nnc(N2CCOCC2)c2nn(-c3cccc(Cl)c3)c(C)c12 | -1
CC(C)C[C@H]1CN([C@@H](Cc2ccccc2)CN2CCC[C@H]2CN2C(=O)C(=O)NC[C@@H]2Cc2ccc(O)cc2)C(=O)C(=O)N1CC1CCCCCC1 | -1
COc1ccc(C(=O)COC(=O)Cn2nnc3ccccc32)cc1Br | -4
O=C(OCC(=O)C12CC3CC(CC(C3)C1)C2)c1cccnc1Cl | -1
O=C(NN=Cc1ccco1)c1cccnc1 | 9
O=C(Oc1cc2oc(=O)cc(-c3ccccc3)c2cc1Cl)C1CCCCC1 | 2
Cc1ccc(NC(=O)CSc2nnc(C)c(=O)n2N)cc1Cl | 1
O=C(O)c1cccc(N/N=C/c2cccc3ccccc23)c1 | -2
CCOc1c2ccc(C(=O)NCCc3cccs3)cc2nn1CC | -1
CN1C[C@@H]2[C@@H]3C(=O)N(Cc4ccccc4)C(=O)[C@@H]3[C@](C)(C1=O)N2C(=O)c1ccc(F)cc1 | -1
O=C(Nc1ccc2c(c1)OCCO2)c1ccc(CN2CCOCC2)cc1 | 0

Part of the list above, with values ahead of the structure:
TbREL1 primary	mol
-5	O=C(CCc1c[nH]c2ccccc12)OCc1cccc([N+](=O)[O-])c1
-1	O=C(OCC(=O)C12CC3CC(CC(C3)C1)C2)c1cccnc1Cl
0	O=C(NC1CCCC1)c1ccc(Br)s1

Some of these compounds in order of their number in TbREL1 primary, descending.
SMILES | TbREL1 primary
O=C(Nc1ccc(Cl)c(Cl)c1)C1CCN(c2nnc(-n3cccc3)s2)CC1 | 4
O=C(NCc1ccco1)C1CCCN(S(=O)(=O)c2cccc3nsnc23)C1 (stereo not drawn) | 2
COc1ccccc1OCCNC(=O)C(CCSC)NS(=O)(=O)c1ccccc1F (stereo not drawn) | -2

Molecules above with a tert-butyl group, in the order listed:
SMILES | TbREL1 primary
CC(C)(C)OC(=O)NCCCC[C@H](NC(=O)c1[nH]cnc1C(=O)N[C@@H](Cc1ccccc1)C(=O)OCc1ccccc1)C(=O)OC(C)(C)C | 1
CC(C)C[C@H](NC(=O)c1[nH]cnc1C(=O)N[C@@H](Cc1ccccc1)C(=O)OC(C)(C)C)C(=O)OC(C)(C)C | 3

The list goes on:
SMILES | TbREL1 primary
CCc1ccc(/C=C(\C#N)C(=O)NC2CCS(=O)(=O)C2)cc1 (stereo not drawn) | 2
CCCCCCCCN1C(=O)[C@H](CC(=O)NCc2ccccc2)C[C@@]2(C(=O)OCC)CCCC=C12 | -2
Cc1c(O)nc(SCC(=O)Nc2nccs2)n(-c2ccccc2F)c1=O | 2
CC(C(=O)Nc1cccc([N+](=O)[O-])c1)N1C(=O)NC2(CCCC2)C1=O (stereo not drawn) | -1
Cc1cccc(C(=O)OCC(=O)N2CCC(c3ccccc3)=N2)c1O | 7
COc1cc(NC2=CC(=O)CC(C)(C)C2)cc(OC)c1OC | -1
CC1(C)Cc2c(C#N)c(N)n(-c3ccccc3)c(=S)c2CO1 | 0
